RAD52 inh: RAD52 DNA annealing inhibitors, primary screen, biochemical, FRET, single point, set 2; DNA repair protein RAD52 homolog (Homo sapiens), P43351; recombinant RAD52 DNA annealing, FRET fluorescence; inhibition, % at 18.7 µM; 360,000 tested, 0.46% active;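 active = every replicate showing at least 50% inhibition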
Target sequence (P43351 whole entry, looked up): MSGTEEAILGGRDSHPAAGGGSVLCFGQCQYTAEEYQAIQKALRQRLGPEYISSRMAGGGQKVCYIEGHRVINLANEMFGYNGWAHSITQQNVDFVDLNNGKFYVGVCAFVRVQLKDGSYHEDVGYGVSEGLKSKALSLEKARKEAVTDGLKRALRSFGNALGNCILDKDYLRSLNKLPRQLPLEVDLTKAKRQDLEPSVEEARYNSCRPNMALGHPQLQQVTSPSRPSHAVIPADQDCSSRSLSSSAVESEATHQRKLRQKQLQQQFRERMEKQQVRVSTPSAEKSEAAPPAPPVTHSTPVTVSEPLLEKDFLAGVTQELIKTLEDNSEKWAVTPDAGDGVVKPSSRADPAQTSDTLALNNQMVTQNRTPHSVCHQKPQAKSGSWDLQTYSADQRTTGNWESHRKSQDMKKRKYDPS
PGC1a acetyl inh: inhibitors of PGC1a acetylation signal, primary screen, cell-based, U2OS, AlphaScreen, inhibitor mode | AlphaScreen anti-acetyl-lysine; with virally co-expressed GCN5 acetyltransferase | inhibition, % at 15.6 µM | 350,000 tested, 0.17% active | AID 651687, 2012;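 active = every replicate shows inhibition of at least 40%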;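 note: 0% = neutral control wells and 100% = positive control wells; some results beyond the cut were filed as inactive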
E-selectin induc: E-selectin induction in HUVECs, primary screen, imaging, HUVEC, immunofluorescence imaging, single point. P16581. normalized: neutral wells 0, TNF-alpha wells 100. activation, % at 7.58 µM. 260,000 tested, 0.37% active;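 active = mean E-selectin-positive cell signal at least 10% of the positive control, reached in at least 60% of replicates, without over 20% cell loss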;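 note: in these data hits start at about 27%; measured in HUVEC primary endothelial cells; signal is the percent of cells scored E-selectin positive by PE staining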
Target sequence (P16581 whole entry, looked up): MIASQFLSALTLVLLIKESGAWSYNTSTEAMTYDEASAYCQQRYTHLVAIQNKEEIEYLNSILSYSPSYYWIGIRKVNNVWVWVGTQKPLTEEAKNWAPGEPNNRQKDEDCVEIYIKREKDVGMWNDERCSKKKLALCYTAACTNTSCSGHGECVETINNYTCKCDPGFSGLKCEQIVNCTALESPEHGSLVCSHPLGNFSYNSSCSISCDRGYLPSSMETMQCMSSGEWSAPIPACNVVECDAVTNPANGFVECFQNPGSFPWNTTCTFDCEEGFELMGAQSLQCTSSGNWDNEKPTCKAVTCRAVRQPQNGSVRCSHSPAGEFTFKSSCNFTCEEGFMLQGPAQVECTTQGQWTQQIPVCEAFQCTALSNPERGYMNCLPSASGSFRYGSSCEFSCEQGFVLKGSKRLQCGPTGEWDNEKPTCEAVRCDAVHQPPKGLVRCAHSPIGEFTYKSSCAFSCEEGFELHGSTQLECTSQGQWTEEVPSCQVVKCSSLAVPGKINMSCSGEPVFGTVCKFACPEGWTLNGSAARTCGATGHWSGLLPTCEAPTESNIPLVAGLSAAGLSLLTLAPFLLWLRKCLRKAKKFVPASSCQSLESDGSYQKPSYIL
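material = human umbilical vein endothelial cells (HUVEC), E-selectin induction | quantity = 3,000 cells/well | medium = EGM-2 growth medium on 0.1% gelatin-coated wells | technique = immunofluorescence imaging | read-out basis = % PE-positive cells | control set = TNF-alpha positive control, DMSO neutral control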
miR122 inh: miR-122 Renilla sensor signal increase in Huh7, primary screen, miR-122 inhibitor project, cell-based, single point, plate reader | Huh7 miR-122 Renilla luciferase sensor, 48 h; neutral wells = 0, positive control = 100 | activation (reporter increase), % at 12.5 µM | 340,000 tested, 0.3% active;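 active = mean replicate activation score at least 90 and every replicate individually at or above 90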;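 note: higher luciferase means less miR-122 activity so hits act as miR-122 inhibitors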
ERAP1 HTS inh: human ERAP1 aminopeptidase inhibitors, primary screen, biochemical, single point, plate reader; inhibition, % at 10.7 µM; recombinant ERAP1, Leu-AMC fluorescence, 60 min; AID 652197, 2013; 340,000 tested, 0.15% active; Endoplasmic reticulum aminopeptidase 1 (Homo sapiens), Q9NZ08;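 active = mean replicate inhibition of at least 30%, or all replicates individually reaching that 30% level; inactive = mean below 30% and not every replicate reaching it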;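 note: 0% = neutral control wells and 100% = L-leucinethiol positive control wells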
PglD inh: C. jejuni PglD acetyltransferase inhibitors, primary screen, biochemical, DTNB colorimetric, single point | inhibition, % at 12.5 µM | 360,000 tested, 0.098% active | purified PglD enzyme, DTNB colorimetric CoA detection | UDP-N-acetylbacillosamine N-acetyltransferase PglD (Campylobacter jejuni); in the data active = inhibition above about 16%, passing the limit was not always enough; note: strong numbers were not always called active
Cneo AK release: Cryptococcus neoformans cell lysis inducers, primary screen, AK release luminescence, single concentration | C. neoformans lysis, adenylate kinase release luminescence, 4 h; normalised: neutral wells 0, clomiphene wells 100 | 360,000 tested, 0.2% active | lysis activity, % at 15 µM;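 active = mean lysis activity across replicates of at least 80%, whatever share of replicates individually reach that level; inactive = mean lysis activity below 80%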
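Material: C. neoformans cells | Amount: Yeast cell density of 5 × 10^6 cells/mL | Medium: Fresh YPD growth medium | Dosing: Single dose | Times: Static 4 h at 37 °C with compound, 1 h detection | Detection: AK luminescence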
RAD54 inh: inhibitors of human RAD54 branch migration, primary screen, biochemical, fluorescence, single point; inhibition, % at 10.4 µM; RAD54 Holliday junction branch migration, FAM/BHQ fluorescence; 360,000 tested, 0.14% active;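 active = mean normalized replicate activity at least 40 and at least half of replicates scoring 40 or more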;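 note: 0% = median of neutral control wells and 100% = median of positive control wells; inhibitors cause a drop in the FAM fluorescence signal; in these data hits start at about 50%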
Numbers without * were called inactive; nt = no result given; [ ] = dose if it differs, or a comment. Outcome played no part in choosing rows; about 1.4% have a hit in one of these screens.

SMILES	RAD52 inh	PGC1a acetyl inh	E-selectin induc	miR122 inh	ERAP1 HTS inh	PglD inh	Cneo AK release	RAD54 inh
CCC1CCCCN1CCCNC(=O)CC1Oc2ccccc2NC1=O (stereo not given)	-17.9	-22.3	nt	-3.9	nt	0.7	1.6	4.7
COc1cccc(NC(=O)C[C@@H]2CC[C@H]3[C@@H](COc4ccc(NC(=O)c5ccccc5F)cc4C(=O)N3C)O2)c1	0.7	-16.6	0.2	4.4[16.7 µM]	1.5	-0.7	2.1	12.9
CCC(=O)N1C[C@@H]2[C@H](c3ccccc31)[C@H](CO)N2C(=O)Nc1ccccc1F	-18.3	-1.2	-0.2	10.5[16.7 µM]	-0.7	-1.1	-1.4	13.1
COCC(=O)N1CCC2(CC1)CN(Cc1cc(F)ccc1F)[C@H](CO)c1c2c2ccc(OC)cc2n1C	-197.4	-3.2	-0.2	nt	2.2	nt	nt	nt
CC(O)(c1cccs1)C(C(=O)O)c1ccccc1 (stereo not given)	-9.0	-1.2	nt	-2.9	2.1	0.6	-0.5	-0.4
COc1ccc(NC(=O)Nc2ccc3c(c2)C(=O)N([C@@H](C)CO)C[C@H](C)[C@@H](CN(C)C)OCCCC[C@H](C)O3)cc1	27.7	-4.2	0.0	6.8[16.7 µM]	-2.5	-2.4	-3.2	4.0
C[C@@H]1CN([C@@H](C)CO)C(=O)Cc2cc(NC(=O)c3ccncc3)ccc2O[C@@H]1CN(C)C(=O)Nc1ccc2c(c1)OCO2	-7.2	5.9	nt	6.7[16.7 µM]	0.5	0.7	-0.9	-3.1
CN(Cc1ccon1)C(=O)C1CCN(C2CCN(CCCc3ccccc3)CC2)CC1	-50.0	3.4	-0.3	-0.6	-3.3	-4.0	0.3	-7.4
CO[C@H]1CN(C)C(=O)c2cc(NC(=O)CC(F)(F)F)ccc2OC[C@H](C)N(C(C)=O)C[C@@H]1C	-23.3	1.1	-0.1	nt	1.8	nt	nt	nt
CN(Cc1ccccc1OCCO)CC1CCCN(CCc2ccc(Cl)cc2)C1 (stereo not given)	-23.0	nt	0.3	-12.8	-1.2	-1.3	2.1	16.6
CN(CC(=O)Nc1ccc(Cl)c(C(F)(F)F)c1)C(=O)COc1cccc2cccnc12	-6.2	-7.2	0.1	-2.7	1.9	0.8	-3.5	0.4
CCCCOc1nc(N)nc(-c2ccccc2)n1	nt	-4.7	nt	-3.5	nt	1.6	-0.9	-14.0
Cn1nnnc1SCC(=O)c1ccc2c(c1)OCCO2	-18.1	3.6	3.7	0.4	4.8	1.6	-0.7	5.3
CCCCCOC(=O)c1c(N)n(CCOC)c2nc3ccccc3nc12	nt	5.0	nt	-4.0	nt	-3.0	10.8	-2.9
C[C@H]1CN([C@@H](C)CO)C(=O)c2cc(NC(=O)Cn3cnnn3)ccc2O[C@H]1CN(C)C(=O)Nc1ccc(C(F)(F)F)cc1	2.0	-8.7	-2.2	-2.2[16.7 µM]	1.0	0.2	1.9	-11.7

The final 5 compounds of the section above are carried over, then new ones follow:
SMILES	RAD52 inh	PGC1a acetyl inh	E-selectin induc	miR122 inh	ERAP1 HTS inh	PglD inh	Cneo AK release	RAD54 inh
CN(CC(=O)Nc1ccc(Cl)c(C(F)(F)F)c1)C(=O)COc1cccc2cccnc12	-6.2	-7.2	0.1	-2.7	1.9	0.8	-3.5	0.4
CCCCOc1nc(N)nc(-c2ccccc2)n1	nt	-4.7	nt	-3.5	nt	1.6	-0.9	-14.0
Cn1nnnc1SCC(=O)c1ccc2c(c1)OCCO2	-18.1	3.6	3.7	0.4	4.8	1.6	-0.7	5.3
CCCCCOC(=O)c1c(N)n(CCOC)c2nc3ccccc3nc12	nt	5.0	nt	-4.0	nt	-3.0	10.8	-2.9
C[C@H]1CN([C@@H](C)CO)C(=O)c2cc(NC(=O)Cn3cnnn3)ccc2O[C@H]1CN(C)C(=O)Nc1ccc(C(F)(F)F)cc1	2.0	-8.7	-2.2	-2.2[16.7 µM]	1.0	0.2	1.9	-11.7
Cc1ccc2[nH]c(C(=O)N3CCCC(Nc4ccc(F)cc4)C3)cc2c1 (stereo not given)	-15.9	6.0	nt	-2.1	-2.0	0.3	8.9	-3.1
Cc1cc(Nc2ccccc2)n(CCO)n1	nt	nt	nt	-5.9	nt	2.9	-1.0	0.4
O=C(c1cc2ccccc2o1)c1cccs1	nt	2.1	1.0	-0.2	nt	3.1	0.1	-13.0
COc1ccc(NC(=O)Cn2nnc(C(=O)NCc3ccc4c(c3)OCO4)c2N)c(OC)c1	-19.5	-5.0	nt	3.0	1.4	-0.5	0.9	0.0
COc1ccc(CC(=O)Nc2nncs2)cc1OC	-15.6	3.0	nt	-6.7	0.3	2.2	0.5	1.1
CCc1c(C)nc(SCC(=O)N2CCCCC2)[nH]c1=O	-2.2	nt	0.7	-0.6	-0.9	4.9	-0.7	-3.1
Cc1noc(C)c1NC(=O)N(C)C[C@H]1OCCCC[C@@H](C)Oc2ccc(NS(=O)(=O)c3c(C)noc3C)cc2C(=O)N([C@@H](C)CO)C[C@H]1C	1.6	16.4	0.2	8.2[16.7 µM]	-0.2	-0.9	-1.9	3.2
C[C@@H]1CN([C@@H](C)CO)C(=O)c2cccc(NC(=O)c3nc4ccccc4s3)c2O[C@@H]1CN(C)S(=O)(=O)c1ccc(F)cc1	3.3	-0.3	0.6	-2.8[16.7 µM]	-0.2	0.1	4.7	-9.6
COc1ccc2c3c(n(C)c2c1)[C@@H](CO)N(C(=O)c1ccccn1)CC31CCN(C(C)=O)CC1	11.7	1.8	0.2	nt	-1.5	nt	nt	nt
COc1ccc(NC(=O)Nc2ccc3c(c2)C(=O)N([C@@H](C)CO)C[C@@H](C)[C@@H](CN(C)S(=O)(=O)c2ccc(OC)cc2)O3)cc1	-2.7	0.1	-0.2	77.7[16.7 µM]	2.7	1.1	-4.3	-0.7
C[C@@H]1CN([C@@H](C)CO)C(=O)c2cc(NC(=O)Nc3ccc4c(c3)OCO4)ccc2O[C@H]1CN(C)Cc1ccccc1	9.1	0.0	0.0	-0.4[16.7 µM]	-1.4	3.9	-0.7	17.3
C[C@@H]1CCCCO[C@@H](CN(C)C(=O)Nc2cccc3ccccc23)[C@H](C)CN([C@@H](C)CO)C(=O)c2cc(N(C)C)ccc2O1	56.0*	-11.5	-0.3	-5.2[16.7 µM]	0.4	1.2	3.0	-11.0
COc1ccc(OC(=O)N2C/C(=C/c3ccccc3)C(=O)/C(=C\c3ccccc3)C2)cc1	-45.7	nt	-0.6	-0.4	1.0	nt	nt	nt
CC1CCCC(=NNC(=O)C2COc3ccccc3O2)C1 (stereo not given)	-17.3	4.5	-0.1	2.2	0.2	2.9	-1.7	-11.0
COc1ccccc1-n1nnnc1SCC(=O)NC1CCCC1	nt	-0.3	nt	-2.0	nt	13.4	-0.8	-4.6
CC(Nc1cccc(C(=O)NC2CC2)c1)c1nnc(-c2ccccc2)o1 (stereo not given)	-14.0	nt	0.6	-3.8	5.5	1.6	-2.1	-0.1
N#Cc1cccc(NC(=O)CCC2CCCC2)c1	nt	-6.9	nt	11.4	nt	-0.3	-2.9	-1.0
COc1cc(NC(=O)N2CCOCC2)cc(OC)c1	nt	6.9	nt	-5.6	nt	-1.6	-5.5	-5.0
O=C(c1cccc(-c2nnc(-c3ccccc3)o2)c1)N1CCCCCC1	nt	10.1	nt	6.5	nt	2.1	-2.7	1.1
Cc1ccccc1C(=O)O/N=C(\N)Cc1cccs1	-15.3	2.6	0.7	-2.1	-0.8	-2.1	-0.9	5.0
COc1ccc(NC(=O)C[C@@H]2C(=O)N(Cc3ccccc3)CC2(C)C)cc1	-0.6	3.1	-0.2	-3.9	-2.0	-2.9	-0.2	6.0
CC(CCc1ccccc1)NC(=O)CSc1nc(N)cc(N)n1 (stereo not given)	nt	2.8	nt	-8.8	nt	-3.5	3.1	7.9
COc1cc(CN2CCC(n3nccc3NC(=O)CCCc3ccccc3)CC2)ccc1O	1.8	21.4	1.7	-2.5	-1.8	-4.7	1.2	-3.9
CC(C)C[C@H](NC(=O)N1CCn2c1nc1ccccc12)C(=O)N[C@H](Cc1ccccc1)C(=O)O	-3.9	-9.3	nt	-13.4	-0.4	-0.7	-4.1	-8.8
O=C(CN1C(=O)C2C3CCC(C3)C2C1=O)NCc1ccco1 (stereo not given)	-7.7	21.0	0.0	-1.9	-4.3	nt	nt	nt
CN1C(=O)c2ccc(NC(=O)c3cccc(N4C(=O)CCC4=O)c3)cc2C1=O	-4.8	-5.7	-5.7	-8.9	6.9	nt	nt	nt
c1ccc(-c2oc3ncnc(NCCN4CCOCC4)c3c2-c2ccccc2)cc1	2.8	-10.6	nt	-1.3	-5.2	-1.5	-7.9	10.6
C[C@@H]1CN([C@@H](C)CO)C(=O)c2cc(C3=CCCCC3)cnc2O[C@H]1CN(C)Cc1cccc(F)c1	9.0	-19.0	2.9	-1.4[16.7 µM]	-2.2	-4.1	1.1	-3.0
Cc1cc(O)c(NC(=O)c2ccc(C)c([N+](=O)[O-])c2)cc1C	-2.0	-0.2	21.4	21.5	1.9	nt	nt	nt
C/C=C(\C)C(=O)N1CCC(C(=O)c2ccccc2)CC1	-2.1	13.0	7.5	-3.6	-3.3	1.8	-2.5	2.1
COc1ccc(SC[C@H](C)CN2CC[C@H](C)CCC2=O)cc1	-4.0	3.5	0.8	0.3	3.1	-2.9	0.3	-11.2
CCC1Oc2ccccc2N(CC(=O)NCCN2CCc3ccccc3C2)C1=O (stereo not given)	-12.1	-7.1	nt	2.5	4.1	-0.2	1.3	1.0
CC(=O)c1nc(N2C(=O)CC(Cc3ccccc3)C2=O)sc1C (stereo not given)	3.4	-3.5	-2.7	-1.2	-1.0	4.1	-2.2	-3.6
O=P(c1ccccc1)(c1ccccc1)N(c1ccccc1)c1ccccc1	nt	nt	nt	28.0	nt	0.4	-4.8	1.4
C[C@@H]1CN([C@H](C)CO)C(=O)c2cc(NS(=O)(=O)c3ccccc3)ccc2O[C@@H](C)CCCCO[C@@H]1CN(C)S(=O)(=O)c1ccc(F)cc1	12.1	-0.6	0.3	-9.9[16.7 µM]	2.4	-1.6	2.9	-21.3
COC(=O)c1cccnc1N1CCN(c2ccccc2F)CC1	nt	-0.1	nt	-5.3	nt	-1.2	0.6	-3.4
COCCNc1ncnc2c1ncn2[C@H]1CN(Cc2ccc(OC)cc2)C[C@@H](CO)O1	-2.5	8.3	0.0	-4.4	-2.5	3.3	0.3	0.8
CNC(=O)C[C@H]1CC[C@@H]2[C@@H](COc3ccc(NC(=O)C4CC4)cc3C(=O)N2C)O1	nt	-5.2	0.1	-13.3[16.7 µM]	nt	0.2	-3.7	1.0
Cn1nc(C(=O)N2CCC(C(N)=O)CC2)c2c1-c1ccccc1SC2	-5.0	-1.6	0.7	5.7	-4.9	-0.8	-1.1	4.1
COc1cccc(/C=N/Nc2cc(N3CCOCC3)ncn2)c1O	-5.7	4.3	-0.1	-19.0	-1.5	-1.2	-1.0	-8.2
CCNC(=O)C1(C)CCCN(C(=O)c2ccc(OC)c(F)c2)C1 (stereo not given)	7.7	-4.7	0.2	0.3	-2.8	1.6	0.3	-4.8
